SMARCA2 activ: SMARCA2 function activation, primary screen | 370,000 tested, 1% active | activation, % at 9.1 µM | MG213 cells, MMTV-luciferase reporter, dexamethasone, overnight; in the data active = activation above about 7.8%;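 note: 0% = vehicle wells and 100% = reference activator wells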
GAA850 FXN act: frataxin GAA850 promoter activation. HEK293 lucGAA850 FXN promoter luciferase reporter, 24 h; percent of 10 µM SAHA response. activation, % at 6 µM. 360,000 tested, 0.56% active. AID 540364;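 active = activation above the average of all compounds screened plus 3 SD, cutoff fixed separately per campaign, cut at about 7.5% in these data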;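 note: 0% = DMSO wells and 100% = 10 µM SAHA wells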
hgDAF-12 ag: agonists of H. glycines DAF-12 nuclear receptor. HEK293 GAL4-hgDAF12 UAS-luciferase reporter, agonist luminescence; normalized to butyrate control. 370,000 tested, 1.8% active. activation, % at 6.8 µM;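 active = activation above a cutoff set at the mean of all screened compounds plus 3 SD, cut at about 10% in these data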;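 note: 0% = DMSO wells and 100% = sodium butyrate wells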
GC-B act: GC-B (human) receptor activation. HEK293-GC-B cells, CNP EC30, cGMP TR-FRET; 0% at EC30 CNP, 100% saturating CNP. activation, % at 10 µM. 370,000 tested, 0.11% active;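 active = activation at 10 µM reaching about 35% in either raw or pattern-adjusted values, limit read from the data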
ssDAF-12 act: activates DAF-12 receptor from parasite S. stercoralis | HEK293 ssDAF-12/GRIP1 lit1-tk-luc reporter, luminescence; % of 3 µM dafachronic acid response | activation, % at 6.8 µM | 370,000 tested, 1% active;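 active = activation above the mean over all tested compounds plus 3 SD, cut at about 0.9% in these data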;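 note: 0% = DMSO-only wells and 100% = 3 µM delta7-dafachronic acid wells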
sPLA2-III inh: Blocks human group III sPLA2 activity. 370,000 tested, 0.56% active. inhibition, % at 12.2 µM. Q9NZ20. AID 743126. QFRET BODIPY PC-A2 liposome hydrolysis, fluorescence;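 active = inhibition above mean plus 3 SD of compounds lying within the high and low control bounds, cut at about 19% in these data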;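 note: 0% = median of test compound wells and 100% = no enzyme DMSO wells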
Target sequence (Q9NZ20 whole entry, looked up): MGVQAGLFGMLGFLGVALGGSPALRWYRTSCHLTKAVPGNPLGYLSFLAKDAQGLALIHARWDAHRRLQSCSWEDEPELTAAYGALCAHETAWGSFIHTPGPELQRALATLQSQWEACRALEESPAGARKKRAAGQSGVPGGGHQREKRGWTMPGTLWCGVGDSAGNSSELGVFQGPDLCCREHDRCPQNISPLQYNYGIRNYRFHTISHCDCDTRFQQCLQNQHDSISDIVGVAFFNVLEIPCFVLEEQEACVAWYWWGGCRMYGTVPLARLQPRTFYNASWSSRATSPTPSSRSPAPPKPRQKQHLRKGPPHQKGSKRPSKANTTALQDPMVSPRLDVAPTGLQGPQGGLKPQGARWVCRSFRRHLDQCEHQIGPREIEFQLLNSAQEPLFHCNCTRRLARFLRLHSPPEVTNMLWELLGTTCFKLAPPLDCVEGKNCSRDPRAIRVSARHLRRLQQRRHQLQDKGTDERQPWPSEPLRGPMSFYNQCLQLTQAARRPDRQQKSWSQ
NPR1 activator: GC-A (human) enzyme activation; P16066; HEK293 GC-A cells, cGMP TR-FRET, EC30 ANP; 0% at EC30 ANP, 100% saturating ANP; activation, % at 10 µM; 370,000 tested, 0.14% active; AID 1671463; in the data active = activation above about 40%
DAX1 inh-1: inhibits human nuclear receptor DAX1; inhibition, % at 6.75 µM; 340,000 tested, 0.99% active; AID 504766; HEK293 Gal4-DAX1 luciferase reporter, luminescence;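 active = inhibition above the mean over all tested compounds plus 3 SD, cut at about 4.2% in these data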;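 note: 0% = DAX1-transfected cells with DMSO and 100% = empty-vector control cells with DMSO; inhibition shows as a rise in luminescence from relieved DAX1 repression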
Target sequence (P51843 207-470 limits assumed): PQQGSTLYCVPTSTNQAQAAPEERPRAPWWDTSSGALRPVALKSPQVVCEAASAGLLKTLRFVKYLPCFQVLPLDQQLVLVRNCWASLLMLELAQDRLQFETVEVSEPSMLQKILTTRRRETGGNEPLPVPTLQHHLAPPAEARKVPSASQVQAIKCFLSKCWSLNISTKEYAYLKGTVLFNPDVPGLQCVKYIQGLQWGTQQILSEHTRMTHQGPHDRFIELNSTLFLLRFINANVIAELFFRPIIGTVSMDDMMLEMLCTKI
ADAM10 inh: inhibits human ADAM10; recombinant ADAM10, EDANS/DABCYL FRET peptide cleavage, 3 h; O14672; 370,000 tested, 0.62% active; AID 720582; inhibition, % at 7 µM;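 active = inhibition above a per-campaign cutoff equal to the mean of compounds falling between control-based bounds plus 3 SD, cut at about 20% in these data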;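 note: 0% = DMSO wells while the 100% control is not disclosed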
DAX1 inh-2: blocks DAX1 repression of SF-1 activated StAR promoter; HEK293T StAR-luciferase reporter, SF-1/DAX-1 repression relief; inhibition, % at 6.8 µM; 370,000 tested, 1.1% active; AID 652010;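 active = inhibition above the mean over all tested compounds plus 3 SD, cut at about 3.6% in these data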;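 note: 0% = DAX-1 cells with DMSO and 100% = cells lacking DAX-1 with DMSO; higher inhibition means more luminescence from relief of DAX-1 repression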
hcDAF-12 act: activators of H. contortus DAF-12 nuclear receptor; HEK293 hcDAF-12 lit1-tk-luc reporter, luminescence; 0% DMSO, 100% Δ7-dafachronic acid; activation, % at 6.8 µM; 370,000 tested, 1.4% active;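 active = activation above the mean of all tested compounds plus 3 SD, cut at about 5.5% in these data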;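 note: 100% = response to 3 µM Δ7-dafachronic acid high control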
Numbers without * were called inactive; . = not tested or not shown.

Under each structure: SMARCA2 activ, GAA850 FXN act, hgDAF-12 ag, GC-B act, ssDAF-12 act, sPLA2-III inh, NPR1 activator, DAX1 inh-1, ADAM10 inh, DAX1 inh-2, hcDAF-12 act
[1] COc1ccc(CCN2CCC(CN3C(=S)NC[C@@H]3CC(C)C)CC2)cc1OC
 : -1.9, 0.6, -0.8, -1.3, -0.4, 1.9, 0.1, -0.6, -5.2, 1.0, 0.8
[2] CC1CC1C(=O)OCC(=O)Nc1cccc(F)c1 (stereo not given)
 : -1.7, 0.1, 2.1, -1.5, 0.4, 14.2, 0.4, 1.0, -9.0, 0.8, -0.9
[3] CC(C)CC(OC(=O)c1cccs1)C(=O)NCc1cccs1 (stereo not given)
 : -4.1, -0.5, -3.9, -7.6, -1.4, -2.0, -10.0, 1.6, -11.8, -0.9, -3.0
[4] C[C@H]1CN[C@@H](CCO)/C1=C\c1ccccc1
 : -4.9, -1.2, -2.0, 1.3, -0.8, 11.6, -0.8, -0.3, -171.5, -1.0, 0.8
[5] COc1ccc(C(=O)Nc2ccc(-c3ccc(C)o3)cc2)cc1S(=O)(=O)N1CCOCC1
 : -3.9, -4.1, -12.5, -4.5, -2.7, -21.4, -2.1, -5.1, 9.2, -4.1, -5.0
[6] COc1ccc(N2CCN(c3nc4c(c(=O)n(C)c(=O)n4C)n3Cc3ccccc3)CC2)cc1
 : -1.5, 1.9, -4.2, -16.1, -2.2, -10.6, -11.3, -1.9, -4.8, -0.8, -3.9
[7] CCC1NC(=S)NC(C)=C1C(=O)c1ccccc1 (stereo not given)
 : 2.5, -0.9, -1.8, 7.0, -1.6, 9.6, 8.2, 0.8, -3.7, -0.5, -0.1
[8] COc1cc(C2c3cc4c(cc3OC(N3CCCCC3)C2C)OCO4)cc(OC)c1O (stereo not given)
 : -4.4, -4.5, 2.3, 0.1, -1.2, -5.8, -3.5, 1.2, 6.5, -3.2, -2.1
[9] CN(CC(=O)Nc1ccc(F)c(F)c1F)C(=O)Cc1ccc(S(=O)(=O)N2CCOCC2)s1
 : -0.7, 0.3, -2.0, -4.2, -1.1, -11.8, -2.6, 0.7, -11.5, -1.1, 0.1
[10] CC1CCCN(C(=O)CCS(=O)(=O)Cc2ccccc2)C1 (stereo not given)
 : -3.6, -0.5, -1.7, 3.0, -1.8, -0.4, 2.4, 0.0, -1.8, 0.4, 0.2
[11] COc1ccc(S(=O)(=O)N2CCC(C(=O)NCCC(=O)NCc3ccncc3)CC2)cc1
 : -1.8, -0.7, 1.1, -1.2, -1.4, -4.0, -1.0, 0.2, -7.4, -0.5, -1.3
[12] CCCC(=O)Nc1c2c(nn1-c1ccc(C)cc1C)CSC2
 : -0.2, -0.8, -0.5, -3.4, -0.8, 0.8, -1.5, 0.1, 1.1, -0.2, -0.1
[13] Cc1cccc(NC(=O)[C@@H]2CC(=O)O[C@@H]2c2ccccc2)c1C
 : -3.3, ., 0.1, -1.2, -1.0, 2.1, 3.3, ., -11.7, -0.8, -1.0
[14] Cc1ccc(CNC(=O)CSc2nnc(CNC(=O)c3ccc(F)cc3)o2)cc1
 : -3.1, 0.8, 0.5, -2.1, -1.2, 0.3, 6.2, -0.2, -21.8, -0.8, -0.3
[15] CC(=O)C1=C(C)Nc2ncnn2C1c1ccccc1 (stereo not given)
 : -2.4, 1.3, 2.2, -1.6, -1.1, 16.6, 2.2, 0.3, -4.5, -0.2, 1.6

One compound at a time (already shown). Values in the order: SMARCA2 activ	GAA850 FXN act	hgDAF-12 ag	GC-B act	ssDAF-12 act	sPLA2-III inh	NPR1 activator	DAX1 inh-1	ADAM10 inh	DAX1 inh-2	hcDAF-12 act
Entry for `CCCC(=O)Nc1c2c(nn1-c1ccc(C)cc1C)CSC2` : -0.2	-0.8	-0.5	-3.4	-0.8	0.8	-1.5	0.1	1.1	-0.2	-0.1
Entry for `Cc1ccc(CNC(=O)CSc2nnc(CNC(=O)c3ccc(F)cc3)o2)cc1` : -3.1	0.8	0.5	-2.1	-1.2	0.3	6.2	-0.2	-21.8	-0.8	-0.3

More compounds follow.
Under each structure: SMARCA2 activ, GAA850 FXN act, hgDAF-12 ag, GC-B act, ssDAF-12 act, sPLA2-III inh, NPR1 activator, DAX1 inh-1, ADAM10 inh, DAX1 inh-2, hcDAF-12 act
[16] N#CC1=C(N)N(c2ccccc2)C(c2ccco2)C1(C#N)C#N (stereo not given)
 : 2.7, 6.8, -2.6, 7.5, -1.8, 1.6, 7.1, -1.0, -66.3, 0.6, -0.5
[17] COc1ccc(Nc2nc(N)c([N+](=O)[O-])c(N3CCCC3)n2)cc1
 : 1.1, -0.2, 0.1, -2.9, -1.0, -4.4, -1.8, 1.2, 0.9, -0.7, -0.3
[18] CCOC(=O)CSc1nc2cc3c(cc2cc1C)OCO3
 : -3.9, 0.9, -2.6, -5.7, -0.4, 3.7, -3.6, 0.2, -13.2, -0.1, -0.3
[19] CC1(C)C(=O)Nc2ccccc2N1C(=O)COC(=O)C12CC3CC(CC(O)(C3)C1)C2
 : -1.8, 0.6, 1.6, 2.7, -0.7, -4.3, 2.2, 0.9, -17.4, -0.2, -0.9
[20] O=C1c2ccccc2C(O)(c2ccccc2)N1c1ccncc1 (stereo not given)
 : 1.8, -1.4, -2.2, -9.1, -1.3, -5.8, -25.1, -0.5, 9.0, 0.4, -2.2
[21] CCC1CCCN1Cn1cnc2c([nH]c3ccc(C)cc32)c1=O (stereo not given)
 : -1.0, -2.5, -1.4, -0.2, -1.0, 5.1, 4.6, -0.9, -280.9, 0.1, 2.3
[22] CCN(CC)S(=O)(=O)c1ccc(C(=O)OCC(=O)N2CCN(C(=O)c3ccco3)CC2)cc1
 : -3.2, -1.8, 0.2, 2.0, -0.5, -2.4, -2.0, -0.5, -0.5, 0.1, -0.8
[23] COc1cccc(NC(=O)C2CSC3(C)CCC(=O)N23)c1 (stereo not given)
 : 5.0, 0.3, -1.8, -2.6, 0.0, 2.8, -2.8, -0.6, 1.9, -0.2, -1.2
[24] Cc1ccc(N2C(=S)NC3c4cc(Cl)ccc4OC2(C)C3C(=O)N(C)C)cc1 (stereo not given)
 : -3.0, -0.1, -3.0, 1.0, -1.5, 6.1, -1.5, 0.1, -3.9, -1.0, -1.3
[25] CC1=N/C(=C\c2ccccc2Cl)C(=O)O1
 : -2.4, 1.8, 4.2, 3.2, -2.1, -1.3, 0.1, 0.6, -0.7, 0.0, -1.7
[26] Cc1cc(C)n2nc(C(=O)N/N=C/c3cccs3)nc2n1
 : 7.4, -1.2, -0.6, 2.6, -1.0, 5.0, -4.3, 4.0, -2.5, -0.6, -1.6
[27] c1ccc(Cn2cnc3ccccc32)cc1
 : 2.1, 10.9*, 12.9*, -2.5, -0.6, 3.4, -1.6, 2.3, 1.6, 2.0, 2.7
[28] O=C(Cc1c[nH]c2ccccc12)OCCOC(=O)Cc1c[nH]c2ccccc12
 : -1.2, 0.0, 1.2, -9.6, 0.1, -94.5, 0.8, 2.1, 4.8, -0.5, 0.8
[29] Cc1ccc(N(C(=O)Cc2cccs2)C(C(=O)NC2CCCC2)c2ccncc2)cc1 (stereo not given)
 : 0.2, 4.2, -0.7, -14.8, -1.4, -1.7, -18.9, -1.1, 7.0, -0.4, 1.9
[30] CC(=O)N1c2ccc(S(=O)(=O)N3CCCCC3)cc2CC1C(=O)Nc1ccc(C)cc1 (stereo not given)
 : -1.1, -1.1, 2.1, 3.1, -1.2, -1.8, 2.6, 0.8, -8.9, -0.3, -1.5

The listing continues.
Under each structure: SMARCA2 activ, GAA850 FXN act, hgDAF-12 ag, GC-B act, ssDAF-12 act, sPLA2-III inh, NPR1 activator, DAX1 inh-1, ADAM10 inh, DAX1 inh-2, hcDAF-12 act
[31] Cc1ccc(C)c(S(=O)(=O)NC(Cc2c[nH]c3ccccc23)C(=O)O)c1 (stereo not given)
 : 1.3, 0.5, 0.7, 1.6, 0.6, -47.1, 4.9, 0.1, -13.3, 0.6, 0.9
[32] Cn1c2ccccc2c2cc(C(=O)N3CCN(CCO)CC3)sc21
 : -0.5, -3.8, 0.6, -9.3, 0.8, -0.5, -6.1, 5.4*, -39.9, 0.4, 2.6
[33] COc1ccc(Cc2nnc(SCC(=O)c3cccc([N+](=O)[O-])c3)n2C)cc1
 : -3.2, 0.2, -1.4, ., -1.1, -45.0, ., 0.2, 2.7, -0.3, 0.8
[34] COc1cccc(C(=O)NCC2CCCN(C(=O)Cc3cccc(C)c3)C2)c1OC (stereo not given)
 : 0.0, -2.6, -3.3, 1.1, -1.1, 3.4, 0.6, -0.7, 0.3, -0.2, -1.5
[35] O=C(Nc1cc(S(=O)(=O)N2CCOCC2)ccc1N1CCOCC1)c1ccc(S(=O)(=O)N2CCCCC2)cc1
 : -0.2, 0.2, 1.8, -1.2, -0.7, 5.3, -3.8, 0.6, 2.4, -0.5, -1.4
[36] COc1ccc(OC)c(C2C3=C(CCCC3=O)Nc3nnnn32)c1 (stereo not given)
 : 1.0, 0.6, 0.2, -1.4, -1.0, -1.8, 2.6, -0.4, -7.3, -0.3, -1.7
[37] O=C(c1cc(-c2ccc3c(c2)OCO3)on1)N1CCN(c2ccc(F)cc2)CC1
 : -0.5, -0.3, -1.1, 0.6, -1.7, 1.7, 0.5, 0.6, -3.9, -0.7, -1.1
[38] Clc1ccccc1CSc1snnc1-c1ccccc1
 : 0.2, 6.2, 2.2, 2.7, -0.5, -7.0, 2.1, -0.3, 2.7, 0.7, -1.4
[39] COc1ccccc1C(=O)Nc1ccc2c(c1)nc(CCNC(=O)c1ccco1)n2C
 : 2.5, -2.4, 6.4, 6.0, -1.2, -0.6, -0.9, -1.0, -0.9, -1.2, -0.3
[40] CC(=O)c1c(C)[nH]c(C(=O)OCC(=O)Nc2cccnc2Cl)c1C
 : -3.8, -0.7, -3.8, -1.7, -0.6, 13.2, -11.4, -1.9, -6.2, -0.9, -2.3
[41] CCCCOc1ccc(CSCCN=C(N)N)cc1
 : -4.3, 4.5, 4.8, 4.0, -1.5, 12.0, 7.8, -1.4, 6.8, -1.6, -1.1
[42] CCCOc1ccc(C(=O)Nc2ccc(Cl)cn2)cc1
 : 4.4, -1.3, 10.0, 1.1, 0.0, 2.2, 11.5, -0.6, 9.7, 3.4, 5.8*
[43] COc1ccc(NC(=O)CN2CCN(c3ccccc3)CC2)cc1
 : 0.9, 2.8, 12.3*, 4.9, -1.1, 1.3, 4.8, 0.4, -5.1, -0.6, -0.4
[44] CCCOc1ccc(NC2=CC(=O)CC(C)(C)C2)cc1
 : -0.1, 1.2, 7.3, 4.5, -1.1, 4.4, 1.6, 0.5, -3.1, -1.0, -1.7
[45] CCC(C)C(=O)Nc1cc(OC)c(OC)cc1C(=O)O (stereo not given)
 : 5.1, 0.7, 0.5, 3.2, -1.2, 3.5, 1.6, 0.5, 0.6, -0.4, -1.3
[46] Cc1ccnc(NC(=O)c2cccc(NC(=O)CC3SC(N4CCCCC4)=NC3=O)c2)c1 (stereo not given)
 : -1.9, 0.2, 4.0, -0.5, -1.0, -12.2, 1.8, -1.5, -6.8, -2.9, -0.1
